# West Nile antiviral: West Nile virus antiviral activity, cell-based, CPE readout (AID 1621) | West Nile virus-infected cells, CPE inhibition; higher % means a stronger effect | CPE inhibition, % at 10 µM; hits with a dose series show IC50 in µM | 290,000 tested, 0.02% active; in the data active = a potency from the dose series; inconclusive = CPE inhibition mostly from about 3.7% at the one dose, without a potency; inactive = the rest, 99 in 100 with CPE inhibition below about 2.2%; also: strong numbers were not always called active
# HIV peptide binding: inhibitors of HIV fusion peptide binding, primary screen, biochemical, uHTS, fluorescence dequenching (AID 1986); cell-free peptide binding, fluorescence dequenching, 30 min; higher % means a stronger effect; one-dose inhibition, % at 20 µM; IC50 in µM for titrated hits; 290,000 tested, 0.3% active; in the data active = inhibition mostly above about 52%, no sharp cut-off; inactive = mostly below about 76%; also: some results filed as inactive read as strong as hits
# KOR beta-arrestin-1: KOR agonists, beta-arrestin recruitment, primary screen, cell-based, luminescence, uHTS (AID 1777); KOR beta-arrestin recruitment, luminescence; higher % means a stronger effect; activation, % at 10 µM; hits with a dose series show EC50 in µM; Kappa-type opioid receptor (Homo sapiens); 280,000 tested, 0.02% active; in the data active = activation above about 50%, passing the limit was not always enough; also: a part of the inactive calls stands beside numbers as strong as those of hits
# NOD1 NF-kB reporter: NOD1 signaling inhibitors, primary screen, cell-based, luminescence, uHTS (AID 1578). one-dose inhibition, % at 4 µM; EC50 in µM for titrated hits. 290,000 tested, 1% active. NOD1-driven NF-kB luciferase reporter cells, luminescence; higher % means a stronger effect; in the data active = inhibition mostly above about 36%, no sharp cut-off; inactive = mostly below about 34%;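 also: HEK-293T reporter cells stimulated with the NOD1 agonist gamma-tri-DAP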
# NS5 inhibitors: Dengue-2 NS5 methyltransferase inhibitors, primary screen, biochemical, confirmation dose response (AID 588689); inhibition, % at 25 µM; hits with a dose series show IC50 in µM; Genome polyprotein (Dengue virus type 2 (strain 16681-PDK53)); Dengue-2 NS5 methyltransferase capping enzyme assay, biochemical; higher % means a stronger effect; 340,000 tested, 0.3% active; in the data active = a potency from the dose series; inconclusive = inhibition above about 29% without an active follow-up result
# GPR55 activation: GPR55 agonists via beta-arrestin recruitment, primary screen, imaging, U2OS cells, beta-arrestin-GFP redistribution (AID 1961); G-protein coupled receptor 55 (Homo sapiens); U2OS GPR55 beta-arrestin-GFP redistribution imaging; higher % means a stronger effect; 290,000 tested, 0.048% active; one-dose activation, % at 10 µM; EC50 in µM for titrated hits;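 active = activation above 40% with more than 50 cells counted in the well; inconclusive = wells holding fewer than 50 cells, flagged as toxic or sparse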;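 also: U2OS osteosarcoma cells stably expressing GPR55 and beta-arrestin-GFP; plate controls were DMSO negative control for no effect and LPI positive control for full effect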
# KOR beta-arrestin-2: KOR antagonists, beta-arrestin recruitment, cell-based, luminescence, uHTS (AID 1778); Kappa-type opioid receptor (Homo sapiens); KOR beta-arrestin recruitment, luminescence, antagonist mode; higher % means a stronger effect; one-dose inhibition, % at 10 µM; IC50 in µM for titrated hits; 290,000 tested, 0.091% active; in the data active = inhibition above about 50%; also: strong numbers were not always called active
# GPR35 antagonists: GPR35 antagonists blocking zaprinast-driven arrestin recruitment, primary screen, imaging, U2OS, beta-arrestin-GFP, zaprinast agonist (AID 2058); U2OS GPR35 beta-arrestin-GFP translocation imaging, zaprinast antagonism; higher % means a stronger effect; inhibition, % at 10 µM; hits with a dose series show IC50 in µM; 290,000 tested, 0.052% active;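 active = inhibition of at least 50% with at least 30 cells and total cytoplasm GFP at most 10,000,000; inconclusive = under 30 cells or total GFP of 10,000,000 plus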
# GPR55 LPI antagonism: GPR55 antagonists blocking LPI-driven arrestin recruitment, primary screen, imaging, U2OS, beta-arrestin-GFP, LPI agonist (AID 2013); G-protein coupled receptor 55 (Homo sapiens); U2OS GPR55 beta-arrestin-GFP translocation imaging, LPI antagonism; higher % means a stronger effect; inhibition, % at 10 µM; hits with a dose series show IC50 in µM; 290,000 tested, 0.13% active;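 active = spots per cell inhibited over 60%, with over 100 cells counted and total cytoplasm intensity under 500,000; inconclusive = wells with under 100 cells, flagged as likely toxic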;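 also: U2OS cells stably carrying GPR55 and arrestin-GFP stimulated by 5 µM LPI near EC80; imaged beta-arrestin-GFP aggregate spots per cell after agonist stimulation; plate controls were LPI-stimulated DMSO wells for no effect and DMSO wells without LPI for full effect; some results filed as inactive read as strong as hits; confirmed hits need IC50 under 10 µM and bright autofluorescent wells are also inconclusive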
# NS5 inhibitors pilot replicate: also measured in NS5 inhibitors; calls as there; inhibition, %; measured here: pilot screen replicate inhibition
# * = called active by the depositor; ? = inconclusive; . = no result given; [ ] = remark or other dose. The list is partial. The share of hits here may be higher or lower than overall.
SMILES,West Nile antiviral,HIV peptide binding,KOR beta-arrestin-1,NOD1 NF-kB reporter,NS5 inhibitors,GPR55 activation,KOR beta-arrestin-2,GPR35 antagonists,GPR55 LPI antagonism,others
NC(=O)C1(N2CCCCC2)CCN(S(=O)(=O)c2ccccc2)CC1,-0.2%,1.3%,-0.1%,-9%,-3%,0.5%,-10%,1%,9%,
COc1ccc(N2CCN(CC(O)COC(c3ccc(F)cc3)c3ccc(F)cc3)CC2)cc1 (centres undefined),-0.5%,1.1%,-1.1%,-7%,-3%,-0.1%,-10%,-4%,13%,
CCOc1ccc(NC(=O)c2ccc3c(=O)n(-c4ccc(OC)cc4OC)c(=S)[nH]c3c2)cc1,-0.4%,-1.1%,2.4%,17%,-5%,-0.2%,-15%,1%,-5%,
Cc1cccc(C(=O)Nc2sc3c(c2C(=O)O)CCCC3)c1,-0.6%,8.0%,-1.3%,.,3%,0.0%,-17%,-13%,6%,
O=C(OCc1cc(Cl)ccc1OC(F)F)c1cc(S(=O)(=O)O)ccc1O,0.3%,1.6%,2.6%,2%,.,0.2%,-21%,1%,17%,
CC(=O)N1CCN(c2ccnc3cc(Cl)ccc23)CC1,-0.1%,-0.5%,2.6%,-7%,-4%,-0.2%,10%,-7%,-7%,
CCN(CC)S(=O)(=O)c1ccc2c(c1)c(=O)c(C(=O)NCCc1ccccc1)cn2C,3.4%,0.8%,-5.8%,-7%,-4%,0.0%,-14%,-9%,3%,
CC(CC(=O)O)CC(=O)Nc1cc(C(F)(F)F)cc(C(F)(F)F)c1 (centres undefined),0.4%,-0.7%,-2.5%,-7%,4%,0.5%,-7%,14%,6%,
CC1=NN(c2ccc(N)cc2)C(=O)C1,0.1%,-3.2%,-4.1%,-11%,2%,0.2%,11%,8%,7%,
Cc1c(O)ccc2c(CN3CCOCC3)cc(=O)oc12,0.4%,-1.3%,-0.7%,-4%,-2%,-0.1%,-29%,-8%,5%,
CCCCC(c1nnnn1CC1CCCO1)N1CCN(c2nc3ccccc3s2)CC1 (centres undefined),-0.3%,5.1%,14%,-1%,-3%,0.3%,6%,-6%,12%,
COc1ccc(C(=O)CNc2ccccc2C#N)cc1,-0.2%,3.0%,-3.0%,-36%,-11%,0.6%,18%,-8%,6%,
O=C(CCCn1nnc2ccccc2c1=O)N[C@H](C(=O)O)c1ccccc1,0.0%,-1.4%,-4.1%,-3%,-5%,0.2%,8%,-11%,7%,
CCN1C(=O)/C(=C2/C=CC=CN2C)SC1=S,-0.4%,-3.9%,.,4%,-1%,0.0%,-32%,5%,-2%,
CCN(CC)C(=O)c1sc(NC(=O)c2ccncc2)c(C(=O)OC)c1C,0.3%,1.2%,-4.2%,-18%,1%,-0.3%,10%,-17%,-2%,
COc1ccc(CNC(=O)CN(Cc2ccccc2)C(=O)CCC(=O)Nc2nccs2)cc1,-0.3%,0.7%,0.7%,-17%,-5%,0.6%,-9%,-2%,-2%,
CCOc1ccccc1CN1CCN(CCCn2cccn2)CC1CCO (centres undefined),-0.8%,1.0%,.,-38%,-4%,-0.1%,-15%[20 µM],4%,12%,
Cc1cc(-c2cn3ccccc3n2)c(C)n1-c1ccccc1,0.1%,6.9%,7.2%,-20%,-9%,-0.3%,-8%,4%,-7%,
[N-]=C=C1C(=S)NC(=O)[C@H]([n+]2ccccc2)[C@H]1c1ccc(Cl)cc1,-0.1%,22%,-0.7%,-3%,9%,-0.2%,-48%,16%,12%,
COc1ccc(C(=O)NCCCN2CCOCC2)cc1S(=O)(=O)N1CCCc2ccccc21,-0.6%,1.5%,5.9%,-2%,-6%,0.1%,-36%,5%,-8%,

# Brought forward from above: 2 entries; new compounds follow.
SMILES,West Nile antiviral,HIV peptide binding,KOR beta-arrestin-1,NOD1 NF-kB reporter,NS5 inhibitors,GPR55 activation,KOR beta-arrestin-2,GPR35 antagonists,GPR55 LPI antagonism,others
[N-]=C=C1C(=S)NC(=O)[C@H]([n+]2ccccc2)[C@H]1c1ccc(Cl)cc1,-0.1%,22%,-0.7%,-3%,9%,-0.2%,-48%,16%,12%,
COc1ccc(C(=O)NCCCN2CCOCC2)cc1S(=O)(=O)N1CCCc2ccccc21,-0.6%,1.5%,5.9%,-2%,-6%,0.1%,-36%,5%,-8%,
COc1ccc(Br)cc1/C=N/NC(=O)c1cc(OC)c(OC)c(OC)c1,-0.6%,-0.6%,1.1%,-18%,-1%,-0.1%,-35%,-6%,-13%,
O=C(CSc1ccccn1)Nc1nc2c(ccc3ccccc32)s1,-0.6%,2.5%,7.5%,-7%,2%,1.8%,-9%,6%,3%,
COc1ccc(-n2c(N)c(C(=O)Nc3c(C)n(C)n(-c4ccccc4)c3=O)c3nc4ccccc4nc32)cc1,1.1%,4.7%,5.0%,19%,3%,-0.1%,-15%,2%,10%,
O=C1Nc2ccc([N+](=O)[O-])cc2OC1CCN1CCCC1 (centres undefined),-0.1%,-0.7%,0.5%,-23%,-3%,0.1%,-20%,-8%,2%,
C(=N\Nc1ccc2ccccc2n1)/c1ccc2c(c1)OCCO2,-0.6%,-1.5%,-3.9%,72%*,-7%,2.0%,4%,9%,-18%,
Cc1ccc(S(=O)(=O)Nc2cc(C(=O)N3CCOCC3)ccc2N2CCCCC2)cc1,-0.4%,-2.4%,4.5%,1%,2%,0.3%,14%,9%,-12%,
CC(=O)/C=C1/SC(CC(=O)O)C(=O)N1c1ccccc1 (centres undefined),0.0%,-2.8%,10%,-21%,1%,-0.2%,21%,-13%,12%,NS5 inhibitors pilot replicate=3.9
Cc1cccc(OCC(=O)NCCCNC(=O)c2ccncc2)c1,-0.2%,-1.1%,5.9%,-31%,-7%,0.2%,36%,-11%,25%,
Cc1ccc(Nc2nc(=O)c3cccnc3s2)cc1,-1.1%,0.7%,2.7%,-19%,-1%,-0.1%,-8%,-6%,-2%,
COc1cc2[nH]c(=S)n(Cc3ccc(F)cc3)c(=O)c2cc1OC,-0.5%,-0.2%,-0.1%,-32%,-6%,-0.6%,-8%,8%,0%,
Cc1c(NC(=O)c2coc(=O)c(Br)c2)c(=O)n(-c2ccccc2)n1C,0.2%,4.5%,0.0%,16%,3%,0.1%,33%,8%,-8%,
O=C(COC(=O)c1cc(Br)ccc1Cl)NC1CC1,-0.1%,-0.9%,1.5%,-19%,-1%,0.3%,0%,-4%,12%,
Cc1ccc2c(c1)-c1c(cnn1CC(=O)Nc1ccccc1N1CCN(C)CC1)CO2,0.1%,-1.7%,-4.3%,-27%,3%,0.3%,7%,-5%,-21%,
CCN1CCN(c2ncnc3c2nnn3Cc2ccccc2)CC1,-0.5%,-2.7%,7.7%,-15%,-4%,-0.1%,-2%,-11%,8%,
Cc1ccnc(NC(=O)c2ccc(Cl)c(NC(=O)CCc3ccccc3)c2)c1,-0.5%,0.2%,0.1%,-1%,.,0.2%,-9%[20 µM],1%,14%,
Cn1c(=O)[nH]c(=O)c2c1nc(CN1CCN(c3ccccc3F)CC1)n2CC(N)=O,0.1%,-1.5%,.,-48%,-2%,-0.5%,.,-4%,8%,
COc1ccc(S(=O)(=O)N2CCC(C(=O)NC3CCCCC3)CC2)cc1C,-1.1%,0.8%,-1.0%,-12%,-2%,-0.1%,-15%,-6%,-5%,
O=C(c1ccc(CS(=O)Cc2cccc(Cl)c2)o1)N1CCN(C2CCCCC2)CC1 (centres undefined),-0.1%,-1.6%,-3.4%,-35%,4%,-0.3%,-31%,11%,15%,
CCOc1ccccc1C(=O)N[C@H](C(=O)OCc1cc(=O)oc2cc(C)ccc12)C(C)C,-0.8%,-2.4%,-0.2%,-15%,-12%,0.3%,17%,-17%,2%,
COc1ccc(CN(CCC#N)C(=S)NC(=O)c2ccccc2)cc1,0.1%,-2.3%,-2.5%,2%,-2%,0.0%,18%,-1%,21%,
CC(=O)Oc1ccc2c(c1)Oc1cc(OC(C)=O)ccc1C21OC(=O)c2ccccc21,0.0%,-1.3%,16%,9%,?,-0.2%,-38%,10%,10%,
COC(=O)C1=C(C)N(c2ccc(F)cc2)/C(=C/c2ccc(O)cc2)C1=O,-0.3%,0.3%,-5.0%,.,-13%,0.0%,1%,5%,6%,
CCOC(=O)c1c(NC(=O)COC(=O)c2ccccn2)sc2c1CCC2,-0.4%,2.8%,0.4%,-10%,4%,0.0%,-5%,-2%,9%,
COc1cccc(-c2cc(C(=O)N3CCOCC3)no2)c1,-0.2%,-0.5%,3.2%,-38%,-4%,-0.2%,-43%,15%,-16%,
Clc1ccc(OCc2nnc3n2CCCCC3)c(Cl)c1,0.7%,-0.3%,4.8%,10%,-3%,-0.1%,-2%,-7%,6%,
COc1ccc(S(=O)(=O)N2CCCC2C(=O)Nc2nccs2)cc1 (centres undefined),0.1%,-0.8%,3.1%,-4%,-4%,-0.2%,-24%,-3%,-14%,
CCN(CC)CC(O)CN1C(=O)NC(C)(C)C1=O (centres undefined),0.2%,0.7%,1.9%,-29%,-4%,0.3%,-5%,1%,19%,
CCNc1nc(N)nc(-c2cc(Cl)ccc2OC)n1,-0.3%,-1.6%,-4.2%,-8%,.,0.0%,23%,-14%,10%,
Cc1cccc(OCC(=O)NCC(=O)N/N=C/c2ccc(N(C)C)cc2)c1,-0.6%,-0.6%,0.0%,-36%,4%,0.1%,-6%,-8%,-6%,

# Pulled by structure from the list above:
SMILES,West Nile antiviral,HIV peptide binding,KOR beta-arrestin-1,NOD1 NF-kB reporter,NS5 inhibitors,GPR55 activation,KOR beta-arrestin-2,GPR35 antagonists,GPR55 LPI antagonism,others
COC(=O)C1=C(C)N(c2ccc(F)cc2)/C(=C/c2ccc(O)cc2)C1=O,-0.3%,0.3%,-5.0%,.,-13%,0.0%,1%,5%,6%,
Clc1ccc(OCc2nnc3n2CCCCC3)c(Cl)c1,0.7%,-0.3%,4.8%,10%,-3%,-0.1%,-2%,-7%,6%,
Cc1cccc(OCC(=O)NCC(=O)N/N=C/c2ccc(N(C)C)cc2)c1,-0.6%,-0.6%,0.0%,-36%,4%,0.1%,-6%,-8%,-6%,
CCN(CC)CC(O)CN1C(=O)NC(C)(C)C1=O (centres undefined),0.2%,0.7%,1.9%,-29%,-4%,0.3%,-5%,1%,19%,

# High-throughput results from PubChem.
